Source: PubChem BioAssay
TCR act: Activators of T cell receptors: qHTS campaign | primary human leukocytes, anti-CD3, IL-2 HTRF, 48 h | Potency, µM (series often up to 9.22 µM), for the others: at the highest dose activation of IL-2 secretion, actives largely listed as activators | 330,000 tested, under 10 active | AID 504894, 2011; further: % of control where 0% means no effect
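HTRF read-out of IL-2 secretion: europium cryptate donor excited at 320nm, d2 acceptor emission at 665nm. Cells were primary human leukocytes incubated 48 hr with compounds and a-CD3 beads, supplying TCR signal only.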
Eya2 inh: qHTS Assay for Inhibitors of the Phosphatase Activity of Eya2; Protein phosphatase EYA2 (Homo sapiens), O00167; recombinant Eya2, OMFP fluorescence dephosphorylation (OMFP is methylfluorescein phosphate); Potency, µM (top dose mostly 76.9 µM), for inactives: at the highest dose activity, negative = inhibition, usual class: inhibitors; hit rate 0.006% among 330,000; AID 488837, 2010; further: potency means the concentration at half of the fitted maximal effect; on the % scale 0 is the no-effect control and ±100 the full control effect
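Eya2 protein (added as 0.2 uM solution) was preincubated with compound for 10 min at ambient temperature in 50 mM HEPES pH 7.5, 50 mM NaCl, 5 uM MgCl2, 0.05% BSA, 1 mM DTT. OMFP (added at 50 uM) then reacted 10 min; fluorescence read at 485/525 nm.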
BCR signal inh: qHTS Assay to Find Inhibitors of Chronic Active B-Cell Receptor Signaling | ABC-DLBCL IkBa-CBG/CBR reporter, luminescence ratio, 4 h | Potency, µM (titrated, usually from 46.1 µM), inactives show at the top dose ratio change, negative = lower green/red ratio, hits mostly inhibitors | hit rate 0.05% among 340,000 | AID 493014, 2011; active means well fitted inhibition curve with a large enough effect in the signal ratio, with a control signal flat, not every such curve was filed as active; inconclusive means small, poorly fitted or top-dose-only effect, or effect the other way, or a change in a side signal; the % refers to the signal ratio;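 further: potency means the concentration at half of the fitted maximal effect; plate controls were basal doxycycline-induced cells for no effect and cells given 10 µM MG132 for full effect; MG132 reads +100%, hits lower the ratio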
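Doxycycline induced both beetle luciferases in TMD8 lymphoma cells; IKK-driven degradation limits the IkappaBalpha-fused green signal, while red luminescence normalises for cell number and nonspecific effects. Compounds tested up to 46 uM, 4 hrs.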
ELG1 repair inh: qHTS screen for small molecules that inhibit ELG1-dependent DNA repair in human embryonic kidney (HEK293T) cells expressing luciferase-tagged ELG1; HEK293T ELG1-luciferase reporter, luminescence, 16 h; DNA damage induced by 5-fluorouridine; Potency, µM (highest dose often 46.1 µM), for the others: at the highest dose activity change, negative = inhibition, actives largely listed as inhibitors; hit rate 2.3% among 330,000; AID 504467, 2011; further: potency means the concentration at half of the fitted maximal effect; on the % scale 0 is the no-effect control and ±100 the full control effect; nearly all actives have a fitted effect of over 55% in size
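Reporter activity after DNA damage by 5-fluorouridine is monitored. Compound-treated cells incubate 16 hr at 37 °C, then ONE-Glo is added for 30 min before luminescence reading.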
ASM inhibitor: Inhibitors of Secretory Acid Sphingomyelinase (S-ASM): qHTS; Sphingomyelin phosphodiesterase (Homo sapiens), P17405; hit rate 0.006% among 340,000; placental ASM, HMU-PC fluorogenic substrate, 60 min; Potency, µM (highest dose often 57.5 µM), without a hit: top-dose activity change, negative = inhibition, hits mostly inhibitors; AID 504937, 2011; further: potency means the concentration at half of the fitted maximal effect
Target sequence (P17405 47-631 limits assumed): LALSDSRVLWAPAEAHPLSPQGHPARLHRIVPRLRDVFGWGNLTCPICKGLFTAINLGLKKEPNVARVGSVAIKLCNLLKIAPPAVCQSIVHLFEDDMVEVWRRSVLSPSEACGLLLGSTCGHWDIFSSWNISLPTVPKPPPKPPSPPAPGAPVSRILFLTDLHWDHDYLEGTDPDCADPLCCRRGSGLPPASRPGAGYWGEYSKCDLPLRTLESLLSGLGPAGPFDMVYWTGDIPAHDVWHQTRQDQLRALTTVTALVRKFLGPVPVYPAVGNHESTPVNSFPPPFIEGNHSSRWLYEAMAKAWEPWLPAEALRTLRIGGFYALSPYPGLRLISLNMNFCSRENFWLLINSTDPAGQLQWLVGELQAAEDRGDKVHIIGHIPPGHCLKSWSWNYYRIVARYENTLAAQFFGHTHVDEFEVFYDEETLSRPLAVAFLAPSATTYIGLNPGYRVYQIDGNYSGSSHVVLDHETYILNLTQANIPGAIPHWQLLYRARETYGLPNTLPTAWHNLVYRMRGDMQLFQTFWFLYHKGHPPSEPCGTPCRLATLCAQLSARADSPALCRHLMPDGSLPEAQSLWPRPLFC
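Human placenta-derived ASM preincubated with compound 10 min at room temperature, then reacted with 9 uM (final) fluorogenic HMU-PC substrate for 60 min at 37 C. Stop solution raises pH to 10; fluorescence read at Ex 386/Em 447 nm.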
Tb PFK block: qHTS Assay to Find Inhibitors of T. brucei phosphofructokinase. ATP-dependent 6-phosphofructokinase (Trypanosoma brucei brucei), O15648. T. brucei PFK, ADP-Glo luminescence. Potency, µM (titrated, usually from 57.5 µM), without a hit: top-dose activity, negative = inhibition, hits mostly inhibitors. hit rate 0.17% among 330,000. AID 485367, 2010;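 further: potency means the concentration at half of the fitted maximal effect; 0% = uninhibited 1x PFK enzyme wells and -100% = no-enzyme wells; nearly all actives have a fitted effect of over 60% in size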
Target sequence (O15648 whole entry, looked up): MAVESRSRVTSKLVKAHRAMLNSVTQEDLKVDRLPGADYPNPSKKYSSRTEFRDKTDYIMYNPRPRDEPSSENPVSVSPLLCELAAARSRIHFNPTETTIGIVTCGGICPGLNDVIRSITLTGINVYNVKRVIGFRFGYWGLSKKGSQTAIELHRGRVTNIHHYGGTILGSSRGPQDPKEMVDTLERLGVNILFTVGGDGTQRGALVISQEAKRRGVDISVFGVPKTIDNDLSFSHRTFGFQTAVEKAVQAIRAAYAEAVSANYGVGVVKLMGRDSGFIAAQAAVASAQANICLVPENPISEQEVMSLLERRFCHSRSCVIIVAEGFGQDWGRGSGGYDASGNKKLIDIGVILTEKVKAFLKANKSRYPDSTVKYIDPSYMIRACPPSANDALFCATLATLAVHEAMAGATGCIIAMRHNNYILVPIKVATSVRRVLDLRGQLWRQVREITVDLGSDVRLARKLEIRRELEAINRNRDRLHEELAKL
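ADP-Glo luminescence quantified ADP after 45 min at room temperature, with 1.25 nM T. brucei PFK, 0.1 mM ATP and 0.5 mM fructose-6-phosphate in pH 8.0 TEA buffer. qHTS titrations up to 57 µM; curves classified by quality.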
A-T KAP1 phos: qHTS Assay for Identifying a Potential Treatment of Ataxia-Telangiectasia | […] A-T fibroblasts, KAP-1 phosphorylation AlphaLISA; neocarzinostatin DNA damage 30 min before lysis | Potency, µM (titrated, usually from 57.5 µM), without a hit: at the top dose activation, usual class: activators | hit rate 0.19% among 320,000 | AID 485349, 2010; further: potency means the concentration at half of the fitted maximal effect; % of control where 0% means no effect; nearly all actives have a fitted effect of over 45% in size
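ATM-like activity read as KAP-1 phosphorylation via AlphaLISA donor/acceptor antibody pairs after lysis and 6 hr at 25C. Cells were ATM-null patient fibroblasts ([…], hTERT), dosed 60 min, then exposed to the DSB inducer NCS for 30 min.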
a7 integrin act: qHTS for Activators of Integrin-Mediated Alleviation for Muscular Dystrophy | Potency, µM (doses to about 38.3 µM), without a hit: top-dose activation, usual class: activators | hit rate 0.064% among 350,000 | alpha7betagal myoblasts, beta-gal FDG fluorescence, 48 h;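 further: potency means the concentration at half of the fitted maximal effect; 100% = response of the positive control SU9516; nearly all actives have a fitted effect of over 60% in size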
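alpha7betagal+/- myoblasts (passage 13, 250/well) treated 48 h at 37C with compounds at 1:260 dilution of DMSO stock. Lysed, then beta-galactosidase activity read as FDG fluorescence (ex 480/em 540) after 30 min, with pre-read for autofluorescence.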
Mito fusion act: qHTS Assay for Small Molecule Inhibitors of Mitochondrial Division or Activators of Mitochondrial Fusion | S. cerevisiae fusion-defective mutant growth rescue, CellTiterGlo 48 h | Potency, µM (top dose mostly 46.1 µM), without a hit: at the top dose growth rescue (activation), usual class: activators | hit rate 0.23% among 320,000;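 further: potency means the concentration at half of the fitted maximal effect; % of control where 0% means no effect; nearly all actives have a fitted effect of over 45% in size; temperature-sensitive fusion mutants such as fzo1-1 at 37 °C on non-fermentable ethanol glycerol medium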
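Read-out: ATP-based luminescence (CellTiterGlo, 10 min ambient) reporting growth of fusion-defective ts yeast after 48 hours at 37C on glycerol/ethanol YPEG medium in the presence of compound.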
TSG101-PTAP inh: qHTS Assay for Iinhibitors of HIV-1 Budding by Blocking the Interaction of PTAP/TSG101; Tumor susceptibility gene 101 protein (Homo sapiens), Q99816; Fluorescence polarization, FITC-PTAP peptide / Tsg101 binding; Potency, µM (doses to about 115 µM), for the others: at the top dose activity change, negative = inhibition, actives largely listed as inhibitors; 340,000 tested, under 10 active; active means well fitted inhibition curve with a large enough effect in the main read-out, with a control signal flat, not every such curve was filed as active; inconclusive means small, poorly fitted or top-dose-only effect, or effect the other way, or a change in a side signal; inactive means no such curve, though single readings can be large or run the other way; further: potency means the concentration at half of the fitted maximal effect; % of control where 0% means no effect
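Fluorescence anisotropy tracks displacement of a FITC-tagged PTAP peptide (50 nM) from the Tsg101 binding domain (10 uM), following a 20 min room-temperature incubation at pH 7.5.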
TSHR antag: Antagonists of the Thyroid Stimulating Hormone Receptor: HTS campaign; Thyrotropin receptor (Homo sapiens), P16473; TSHR-expressing cells, TSH-stimulated cAMP HTRF, 2 h; hits give low values; activity change, negative = inhibition, % at 11.5 µM; hit rate 0.2% among 330,000; AID 504810, 2011;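 active means activity change below a set negative limit, meaning inhibition stronger than a set level, cut at about -70% in these data; inconclusive means activity change between two set negative limits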; further: on the % scale 0 is the no-effect control and ±100 the full control effect
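Antagonism was scored as loss of TSH-driven cAMP in TSHR cells, stimulated with 4nM TSH (EC80) for 2 hours at 37 deg C and detected by homogeneous HTRF competition immunoassay.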
* hit, by the source's call; ? = inconclusive; nt = no result given; [ ] = another dose, or the depositor's remark. Unless noted, the call rests on the fitted dose curve; in most records, active means well fitted curve in the direction sought with a large enough effect; inconclusive means small, poorly fitted or top-dose-only effect, or another doubt; inactive means no such curve, though single readings can be large; an effect the other way counts as inactive or inconclusive.

SMILES	TCR act	Eya2 inh	BCR signal inh	ELG1 repair inh	ASM inhibitor	Tb PFK block	A-T KAP1 phos	a7 integrin act	Mito fusion act	TSG101-PTAP inh	TSHR antag
c1ccc(-c2cn(-c3ccccc3)c3ncnc(NCCCN4CCOCC4)c23)cc1	1%	-1%	-18%	-15%	4%	0%	9%	-10%	?	1%	-6
NS(=O)(=O)c1c(Sc2ccccc2C(=O)O)ccc2ccccc12	nt	11%	?	?	2%	-3%	8%	6%	3%	-3%	5
CC(=O)Nc1sc(N/N=C/c2ccccc2F)nc1-c1ccc(C)cc1	2%	2%	?	0%	-2%	-6%	3%	-10%	1%	-3%	-12
CCCCCN(C(=O)CCC(=O)OCc1ccccc1Cl)c1c(N)n(CCCC)c(=O)[nH]c1=O	9%	-14%	1%	6%	-1%	0%	-28%	20%	-1%	nt	0
O=C(COC(=O)Cn1cnc2ccccc2c1=O)NNC(=O)c1ccc(Br)cc1	-2%[46.1 µM]	-35%	2%	14%	2%	-1%	3%	-1%	nt	-2%	15
Cc1cc(C)n2nc(SCC(=O)c3ccc[nH]3)nc2n1	6%	-3%	-1%	12%	0%	0%	2%	18%	1%	2%	-12
O=C(CNCc1ccc(F)cc1)Nc1cc(S(=O)(=O)N2CCOCC2)ccc1Cl	7%	1%	-7%	?	-1%	5%	4%	29%	nt	-5%	nt
CCCCn1c(=O)[nH]c(=O)c2c(C(=O)OCC)cc(-c3cccs3)nc21	6%	-20%	-1%	?	nt	0%	8%	-13%	-1%	-1%	2
Cc1ccc(C(=O)C[n+]2ccccc2C)cc1[N+](=O)[O-]	9%	-6%	0%	6%	-1%	-4%	-6%	16%	0%	-1%	3
CCOc1cccc(-c2nnc(SCC(=O)Nc3cc(OC)cc(OC)c3)n2N)c1	-7%	12%	3%	-12%	4%	-1%	15%	5%	-1%	-5%	-5
CN(C)C(=O)C1CC(=O)OC12CCCCC2 (configuration not stated)	1%	3%	0%	13%	2%	1%	-1%	10%	7%	-5%	-3
N#C/C(=C/c1ccc(C(=O)O)cc1)C(=O)Nc1ccccc1	4%	-28%	4%	2%	-4%	6%	-2%	11%	-4%	0%	0
COc1ccccc1C(=O)N1CCN(C(=O)Cc2ccccc2)CC1	4%	6%	-3%	-24%	4%	-4%	2%	7%	2%	-6%	-5
COc1cc(CN2CC(=O)N(c3ccccc3Cl)C2=S)cc(OC)c1OC	2%	-2%	-1%	?	-1%	-1%	-2%	-25%	17%	0%	-11
O=[N+]([O-])c1ccc2nc(NCCCO)nc(-c3ccccc3)c2c1	1%[46.1 µM]	-2%	?	?	4%	-10%	nt	-15%	-7%	-1%	-25
O=C(NCCOc1ccccc1)C1CCC(=O)N(CCN2CCOCC2)C1 (configuration not stated)	3%	-8%	3%	8%	4%	-9%	-4%	8%	9%	-1%	-1
O=C1CC(c2ccccc2)CC(=O)C1=CN1CCCC1 (configuration not stated)	-3%	6%	0%	-5%	-20%	2%	-2%	?	8%	-4%	-34
Cc1ccccc1NC(=O)N(C(C)C)C(C)C	3%	35%	?	4%	0%	1%	nt	-1%	-3%	2%	1
CCc1ccc(CN2C(=O)CCC2(C)C(=O)NC2CCCC2)cc1 (configuration not stated)	3%	-1%	7%	-16%	5%	3%	-2%	31%	3%	-2%	14
O=C(NC(=S)Nc1ccc2nc[nH]c2c1)c1ccccc1	-1%	-20%	?	?	-1%	0%	2%	-22%	1%	1%	-10
O=C(NNc1nc2ccccc2s1)Nc1ccc(Cl)c(Cl)c1	-6%	12%	?	?	-1%	?	21%	-11%	18%	-4%	4
CCOC(=O)c1nnn(-c2nonc2N)c1CNC(C)C	-1%	-5%	6%	9%	2%	-1%	6%	5%	0%	-5%	3
COc1ccc(NC(=O)CCC(=O)OCc2ccc(Br)cc2)cc1	7%[46.1 µM]	10%	?	8%	-1%	-3%	7%	-4%	-3%	0%	12
COc1ccc([N+](=O)[O-])cc1C1NN=C(c2ccccc2O)S1 (configuration not stated)	-1%	4%	?	?	-2%	2%	8%	11%	0%	-1%	-3
Cc1ccc(S(=O)(=O)NCC(=O)N(CC2CCCO2)C(C(=O)NC2CCCC2)C(C)C)cc1 (configuration not stated)	1%	3%	0%	-11%	0%	1%	3%	12%	3%	-1%	2
Cc1c(NC(=O)CSc2nncc3ccccc23)c(=O)n(-c2ccccc2)n1C	-2%	-4%	?	12%	2%	5%	1%	-24%	-2%	-3%	-3
C#CCOCCOCCOCCNc1nc(N2CCN(C(=O)[C@H](CCC(=O)O)n3cc(CN)nn3)CC2)nc(N2CCN(C(=O)[C@H](CCC(=O)O)n3cc(CN)nn3)CC2)n1	0%	-25%	0%	8%	1%	0%	17%	17%	nt	0%	-2
CCOc1cc(NC(=O)C2CC2)c(OCC)cc1NC(=O)c1cc(OC)c(OC)c(OC)c1	-4%	1%	-1%	-5%	8%	3%	1%	-8%	-11%	-6%	-3
O=C(c1ccc(C(F)(F)F)cc1)C1CCCN(Cc2cccn2-c2ncccn2)C1 (configuration not stated)	-3%	-28%	1%	3%	2%	1%	-4%	-26%	-3%	-5%	7
O=C1CCCc2oc3ccc(O)cc3c21	8%[46.1 µM]	5%	-3%	?	0%	0%	-1%	-18%	-1%	-4%	8

Single records, as listed above:
Record of `C#CCOCCOCCOCCNc1nc(N2CCN(C(=O)[C@H](CCC(=O)O)n3cc(CN)nn3)CC2)nc(N2CCN(C(=O)[C@H](CCC(=O)O)n3cc(CN)nn3)CC2)n1` → TCR act = 0%; Eya2 inh = -25%; BCR signal inh = 0%; ELG1 repair inh = 8%; ASM inhibitor = 1%; Tb PFK block = 0%; A-T KAP1 phos = 17%; a7 integrin act = 17%; Mito fusion act = nt; TSG101-PTAP inh = 0%; TSHR antag = -2
Record of `O=C(c1ccc(C(F)(F)F)cc1)C1CCCN(Cc2cccn2-c2ncccn2)C1` (configuration not stated) → TCR act = -3%; Eya2 inh = -28%; BCR signal inh = 1%; ELG1 repair inh = 3%; ASM inhibitor = 2%; Tb PFK block = 1%; A-T KAP1 phos = -4%; a7 integrin act = -26%; Mito fusion act = -3%; TSG101-PTAP inh = -5%; TSHR antag = 7
Record of `O=C1CCCc2oc3ccc(O)cc3c21` → TCR act = 8%[46.1 µM]; Eya2 inh = 5%; BCR signal inh = -3%; ELG1 repair inh = ?; ASM inhibitor = 0%; Tb PFK block = 0%; A-T KAP1 phos = -1%; a7 integrin act = -18%; Mito fusion act = -1%; TSG101-PTAP inh = -4%; TSHR antag = 8
